# TEAD-YAP inh = TEAD-YAP interaction inhibition. HEK-TIYL cells, TEAD-Gal4/YAP UAS-luciferase luminescence. inhibition, % at 9.12 µM. AID 1259422. 640,000 tested, 1.4% active; in the data active = inhibition above about 32%;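 also: 0% = median of test compound wells and 100% = reference inhibitor wells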
# FBW7 act = human FBW7 E3 ligase activation, primary screen. normalized activity (activation), % at 26.1 µM. AlphaScreen FBW7–phospho-cyclin E peptide binding, activator screen. AID 1259310. Q969H0. 650,000 tested, 0.13% active; in the data active = normalized activity above about 1.9%;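 also: purified mutant Fbw7 with reduced substrate affinity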
# MITF primary = human MITF inhibition, primary screen; O75030; AlphaScreen MITF homodimerization, bead proximity signal; inhibition, % at 2.6 µM; 650,000 tested, 0.91% active; in the data active = inhibition above about 50%;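 also: 0% = vehicle wells with protein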
# Target sequence (O75030 whole entry, looked up): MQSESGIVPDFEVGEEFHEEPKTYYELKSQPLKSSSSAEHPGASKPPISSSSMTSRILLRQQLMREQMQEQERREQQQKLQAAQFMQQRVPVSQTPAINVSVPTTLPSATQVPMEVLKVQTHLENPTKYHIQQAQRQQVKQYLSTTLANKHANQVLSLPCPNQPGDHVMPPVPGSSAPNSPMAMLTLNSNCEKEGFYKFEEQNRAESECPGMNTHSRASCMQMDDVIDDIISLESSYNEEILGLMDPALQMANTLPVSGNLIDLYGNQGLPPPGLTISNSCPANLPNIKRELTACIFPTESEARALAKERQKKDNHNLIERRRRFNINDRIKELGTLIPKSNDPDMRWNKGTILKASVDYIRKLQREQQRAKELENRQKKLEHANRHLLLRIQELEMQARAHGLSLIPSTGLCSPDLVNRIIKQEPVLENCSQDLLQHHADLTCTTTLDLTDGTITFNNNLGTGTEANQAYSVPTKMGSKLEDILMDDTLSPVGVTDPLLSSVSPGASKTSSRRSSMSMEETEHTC
# GPR151 activ = activates the human receptor GPR151. Q8TDV0. PathHunter beta-arrestin GPR151 cells, luminescence. activation, % at 11.2 µM. 650,000 tested, 1% active; in the data active = activation above about 4.9%;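 also: 0% = median of compound wells and 100% = cells with positive control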
# Target sequence (Q8TDV0 whole entry, looked up): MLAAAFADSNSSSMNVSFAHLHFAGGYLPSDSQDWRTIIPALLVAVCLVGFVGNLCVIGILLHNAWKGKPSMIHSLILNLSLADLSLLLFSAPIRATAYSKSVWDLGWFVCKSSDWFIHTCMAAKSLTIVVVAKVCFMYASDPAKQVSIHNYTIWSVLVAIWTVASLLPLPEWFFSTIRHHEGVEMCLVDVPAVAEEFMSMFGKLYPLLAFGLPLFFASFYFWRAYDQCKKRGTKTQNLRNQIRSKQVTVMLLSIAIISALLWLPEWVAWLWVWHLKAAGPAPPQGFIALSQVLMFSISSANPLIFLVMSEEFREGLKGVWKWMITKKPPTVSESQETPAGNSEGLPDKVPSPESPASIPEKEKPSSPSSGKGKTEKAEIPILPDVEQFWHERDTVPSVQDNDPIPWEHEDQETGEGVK
# The depositor's hits bear a star; · = no result given.
structure,TEAD-YAP inh,FBW7 act,MITF primary,GPR151 activ
CC(=O)Nc1ccc(S(=O)(=O)Nc2nn(Cc3ccc(C#N)cc3)c3ccccc23)cc1,13,0.3,1,2.3
O=C(Nc1ccc2[nH]ncc2c1)N1CCN(C(=O)C(O)c2ccc(Br)cc2F)CC1 (stereo not given),-1,0.1,11,-0.1
Cc1ccccc1NC(=O)CSC1=C(C#N)C(c2cccs2)CC(=O)N1 (stereo not given),-23,0.1,-9,-1.6
CCOc1cc(/C=C2/NC(=O)N(Cc3ccc(F)cc3)C2=O)ccc1O,14,-0.1,-6,-0.6
Cc1cc(O)ccc1NC(=O)Cc1ccccc1,-2,0.1,7,-0.1
O=C(c1ccc(N2CC3CC(C2)c2cccc(=O)n2C3)c([N+](=O)[O-])c1)N1CCC(Cc2ccccc2)CC1 (stereo not given),-5,-0.2,3,1.0
COc1ccccc1/C=c1\sc2n(c1=O)C(N)=C(C#N)C(c1ccccc1OC)C=2C#N (stereo not given),1,0.7,1,0.0
COc1ccc(C2NC(=O)C(=O)/C2=C(/O)c2ccc(Cl)cc2)cc1 (stereo not given),-20,-0.1,-5,1.9
O=C(Nc1ccccc1Br)c1cc([N+](=O)[O-])ccc1N1CCOCC1,50*,0.0,-9,0.6
CN(C)CCCOc1cccc(CN2CCN(C)C(CCO)C2)c1 (stereo not given),3,-0.2,0,1.0
Cc1cc([N+](=O)[O-])ccc1NC(=S)NC(=O)c1cccs1,5,-0.1,-4,2.0
COC(=O)c1ccc(C2C3=C(CC(c4ccc(OC)c(OC)c4)CC3=O)Nc3ccccc3N2C(C)=O)cc1 (stereo not given),4,-0.1,2,1.0
COC(=O)c1ccc(NC(=O)Cn2cnc3c(nnn3Cc3ccc(F)cc3)c2=O)cc1,20,0.0,8,0.4
C/C(=N/NC(=O)c1cccc(I)c1)c1ccccc1O,-14,0.0,-16,0.6
CCCCc1nc(SCC(=O)NC(C)(C)C)c2c(=O)n(C)c(=O)n(C)c2n1,0,0.2,-11,0.2
Cc1onc(-c2ccccc2Cl)c1C(=O)Oc1ccc(I)cc1,-5,-0.1,-9,1.8
O=C(c1cnsn1)N1CCc2c([nH]c3ccccc23)C1c1ccccc1F (stereo not given),19,0.0,-1,-1.4
COc1cccc(NC(=O)C2C3C=CC4(O3)C2C(=O)N(CCc2ccccc2Cl)C4C(=O)NC2CCCCC2C)c1 (stereo not given),2,-0.1,-10,-1.1
Cc1c(C(=O)O)sc2nc(SCC(=O)NC3CCCCC3)[nH]c(=O)c12,3,-0.2,-4,1.0
COc1ccc(S(=O)(=O)N(Cc2nc(-c3ccccc3)no2)C(C)C)cc1,-4,-0.1,-5,-1.8
CC(=O)c1sc2nc(-c3ccc(C)cc3)c(C)cc2c1N,-10,0.1,12,-0.6
CNCc1c(C)nn(Cc2ccccc2Cl)c1C,-3,-0.1,-4,-0.8
O=C1CSC(c2ccccc2[N+](=O)[O-])N1c1ccc(F)cc1F (stereo not given),-4,0.0,-6,-0.8
Cc1c(=O)n(OCc2ccccc2)c2ccccc2[n+]1[O-],6,0.0,-9,3.0
CCOC(=O)N1CCN(C(=O)c2cc3cc4ccc(OC)cc4nc3o2)CC1,-2,0.1,8,1.1
O=c1oc2ccc3ccccc3c2cc1-c1nnc(Nc2ccccc2F)s1,3,0.0,6,-0.4
CCCCCNC(=O)c1c[nH]c2ccc(S(=O)(=O)N(C)c3ccccc3OCC)cc2c1=O,-6,-0.1,-1,-1.4
Cc1cccc(OCC(O)Cn2c(N(C)Cc3ccccc3)nc3c2c(=O)[nH]c(=O)n3C)c1 (stereo not given),-4,0.1,-8,-0.2
CCOC(=O)N1CCN(C(=O)CSc2nc3c(c(=O)n2-c2ccc(Br)cc2)SCC3)CC1,8,0.1,18,0.0
COc1cccc(Nc2nnc(SCC(=O)NNC(=O)c3ccccc3)s2)c1,0,-0.1,6,-1.0
NC(=O)c1c(/N=c2\oc3ccccc3cc2C(=O)Nc2ccccc2F)sc2c1CCCC2,-8,-0.1,-4,0.8
CC(=O)c1cccc(-c2cc(NCCc3ccc(O)cc3)ncn2)c1,-21,0.0,3,-0.4
Cc1ccccc1CSc1nnc2[nH]c(=O)cc(C)n12,-9,0.1,6,-0.2
COc1cc(OC)c(C(=O)OCC(=O)Nc2cc(C)on2)cc1OC,-7,-0.2,-8,1.5
CCSCCOC(=O)C1=C(C)NC(=O)CC1c1ccccc1[N+](=O)[O-] (stereo not given),-29,0.3,8,1.4
CCCOc1ccc(OC(=O)c2ccc(-c3ccc(CCC)cn3)cc2)cc1,-10,0.0,24,-2.5
CCCCn1c(N2CCN(C)CC2)nc2c1c(=O)[nH]c(=O)n2C,12,-0.1,5,-0.1
C/C(=C\C(=O)C(F)(F)F)NCc1ccccn1,-11,-0.2,-1,3.0
CCCCNS(=O)(=O)c1cc(Br)cnc1N,2,-0.1,4,-0.6
O=c1c2cc3c(=O)n(-c4ccccc4-c4ccccc4)c(=O)c3cc2c(=O)n1-c1ccccc1-c1ccccc1,3,-0.1,7,-1.6
CCCCN(C)CCCNC(=O)C1CC(=O)N(Cc2ccc(OC)cc2)C1 (stereo not given),-5,-0.1,7,-0.2
O=C1CC(C(=O)N2CCC3(CC2)CC3C(=O)NCCc2ccccc2)C2(CCCCC2)O1 (stereo not given),-41,-0.1,-5,-0.4
COc1ccc(CN2CCN3C(=O)[C@H](CO)N(C)C(=O)[C@H]3C2)cc1,-1,-0.6,5,1.7
CC(C)(C)c1ccc(-c2nc3ccccc3c(=O)[nH]2)cc1,83*,-0.4,-7,-1.5
Nc1cc(Cl)ccc1C(=O)OCC(=O)Nc1ccccc1OC(F)F,-8,0.1,-11,-1.0
COc1cccc(CN2C[C@@H]3C[C@@H](c4cnn(C(C)C)c4)N4CCC[C@@]34C2=O)c1,-4,0.2,7,0.2
Cc1ccc(C(=O)CC(=O)c2ccccc2)cc1,-12,0.3,7,0.0
COCCNC(=O)Cn1nc(C(F)(F)F)c(Cl)c1C,-1,-0.2,11,3.4
Cc1ccc(CN2CCN(C(=O)c3ccccc3F)CC2)cc1,-1,-0.2,40,3.5
CCC(C)NCCOc1ccc(Cl)c(Cl)c1 (stereo not given),0,-0.1,32,0.9

# Six structures out of the list, sorted by formula weight, falling:
structure,TEAD-YAP inh,FBW7 act,MITF primary,GPR151 activ
COc1cccc(NC(=O)C2C3C=CC4(O3)C2C(=O)N(CCc2ccccc2Cl)C4C(=O)NC2CCCCC2C)c1 (stereo not given),2,-0.1,-10,-1.1
CCOC(=O)N1CCN(C(=O)CSc2nc3c(c(=O)n2-c2ccc(Br)cc2)SCC3)CC1,8,0.1,18,0.0
O=C(c1cnsn1)N1CCc2c([nH]c3ccccc23)C1c1ccccc1F (stereo not given),19,0.0,-1,-1.4
CCCOc1ccc(OC(=O)c2ccc(-c3ccc(CCC)cn3)cc2)cc1,-10,0.0,24,-2.5
CC(C)(C)c1ccc(-c2nc3ccccc3c(=O)[nH]2)cc1,83*,-0.4,-7,-1.5
Cc1cc(O)ccc1NC(=O)Cc1ccccc1,-2,0.1,7,-0.1

# Carrying on.
structure,TEAD-YAP inh,FBW7 act,MITF primary,GPR151 activ
O=C(N=Nc1c(O)[nH]c2ccc([N+](=O)[O-])cc12)c1ccc(/C=N/O)nc1,-5,-0.1,2,3.0
Cc1ccn(CCC(=O)NCC2Cc3cc(-c4cnccn4)cc(Cl)c3O2)n1 (stereo not given),-1,-0.1,-9,12*
COc1ccc(N=Cc2c(O)n(-c3ccccc3)c(=O)c3ccccc23)cc1,0,-0.1,-6,-0.9
CCOC(=O)NCc1cccc(CNC(=O)OCC)c1,6,0.1,7,-0.9
CCCOc1ccc(/C(O)=C2/C(=O)C(=O)N(CCN(C)C)C2c2ccc(F)cc2)c(C)c1 (stereo not given),9,0.8,11,-0.6
FC(F)(F)c1ccc(Cn2cnc3c(NCCN4CCOCC4)nc(Nc4ccc5ncccc5c4)nc32)cc1,-8,0.0,-5,2.4
CC(=O)c1cccc(NC(=O)CSc2cccc3cccnc23)c1,4,-0.1,1,-0.7
COc1ccc(NS(=O)(=O)c2ccc(CC(C)C)cc2)c(OC)c1,12,0.0,-15,0.4
COC(=O)c1ccccc1N1C(=O)C2C(C1=O)C1C=CC2C12CC2 (stereo not given),-9,0.2,3,-0.7
Cc1cc(C(=O)N/N=C/c2c(Cl)cccc2Cl)c(C)o1,0,0.0,-3,0.2
O=C(CSc1nc2ccccc2c2nc(-c3ccc([N+](=O)[O-])cc3)nn12)NCc1ccccc1,6,0.3,8,-0.8
CC1=C(C(=O)OCC2CCCO2)C(c2ccc([N+](=O)[O-])cc2)C2=C(CC(c3cccs3)CC2=O)N1 (stereo not given),8,0.1,-9,-1.6
Cc1ccc(C(=O)N2CCN3C(=O)[C@H](Cc4cnc[nH]4)NC(=O)[C@H]3C2)cc1F,4,-0.1,6,-1.1
O=C(NCCc1ccccc1)C(=O)NCC(c1ccc2c(c1)OCO2)N1CCOCC1 (stereo not given),5,0.3,9,0.1
CCCNC(=O)OC[C@H]1O[C@H](CCO/N=C2\C[C@@H](O)[C@@H](O)[C@@H]3[C@@H]4C(=O)N(CC)C(=O)[C@@H]4CC[C@@H]23)C=C[C@@H]1Oc1ccc(OC)cc1,·,0.3,13,-0.5
CCC(C)NC(=O)C1CCN(c2ncccn2)CC1 (stereo not given),-5,1.7,-7,-0.9
NC=C(S(=O)(=O)c1ccc(Cl)cc1)S(=O)(=O)c1ccc(Cl)cc1,-4,0.3,13,-1.2
Cn1c2c(c(=O)n(C)c1=O)C(c1cccc(F)c1)C1=C(N2)c2ccccc2C1=O (stereo not given),-1,0.7,11,-0.4
CCOC(=O)C1=C(C)NC(=O)C(C#N)C1c1ccncc1 (stereo not given),0,0.0,4,-0.4
COc1ccc(CN2CCc3nnc(C(C)NC(=O)c4ccco4)n3CC2)c(C)c1C (stereo not given),1,-0.2,10,-1.9
Cc1ccc(-c2nc(-c3ccccn3)sc2CC(=O)O)cc1,-5,-0.1,-1,0.7
O=C(c1cc2ccccc2oc1=O)N(Cc1ccccc1)Cc1ccccc1,-4,0.0,1,0.6
Cc1csnc1NC(=O)c1c(N)nc2c(c1C(F)(F)F)OC1=C(CCCC1)O2,79*,0.0,-5,0.0
O=C(N/N=C/c1ccc(O)c(O)c1)c1cccc(N/N=C/c2ccc(O)c(O)c2)c1,-27,-0.3,105*,-2.2
O=C(Nc1cc(C(=O)N2CCCCCC2)ccc1N1CC2CC(C1)c1cccc(=O)n1C2)c1ccccc1Br (stereo not given),-8,0.1,21,-0.5
Cc1c(C(=O)NCCN(C)C)sc2ncnc(N3CCN(c4ccccc4F)CC3)c12,-5,1.4,17,0.1
Cc1ccc2c(c1)cc(CN(Cc1nnnn1C(C)(C)C)C1CCCC1)c1nnnn12,-3,0.2,3,-5.5
COCCN(C)C(=O)CC1C(=O)NCCN1Cc1cccc(OC)c1OC (stereo not given),5,0.1,3,-0.4
CCCCOc1ccc(C(=O)Nn2c(-c3ccc(C)c(C)c3)nc3ccccc3c2=O)cc1,13,0.0,11,-0.2
Cc1cccc(NC(=O)C2C3C=CC4(O3)C2C(=O)N(C2CCC(C)CC2)C4C(=O)NC2CCCCC2C)c1 (stereo not given),1,0.4,8,-1.1
CN1CCN(C(=O)c2cc3cc(Br)ccc3oc2=O)CC1,-3,0.6,13,-1.7
CCOC(=O)c1c(NC(=O)CSc2nnc(CNC(=O)c3cccc(OC)c3)n2-c2ccc(F)cc2)sc2c1CCC2,-5,-0.1,-3,1.8
CCCOc1ccc(C(CC(=O)O)NC(=O)c2cccc(OC)c2)cc1 (stereo not given),-5,1.5,19,-0.2
Cc1cc(C)cc(NC(=O)CSc2ncn[nH]2)c1,1,0.0,8,0.0
O=C(O)c1ccc(NS(=O)(=O)c2cccc(C(=O)Nc3ccccc3)c2)cc1,2,0.1,-8,1.4
COCCN1C(=O)c2ccccc2C(C(=O)NC(C)C)C1c1ccc(F)cc1 (stereo not given),-1,0.0,-19,-1.7
COc1cccc(CNC(=O)CCC2CCCN(c3ncccn3)C2)c1 (stereo not given),10,0.0,13,1.2
Cc1ccc(CN(Cc2ccco2)C(=S)NCC(=O)NC2CC2)cc1,17,0.2,-1,-2.1
Cn1c(CNC(=O)c2ccccc2)nnc1SCC(=O)N1N=C(c2ccc(Br)cc2)CC1c1ccc(F)cc1 (stereo not given),11,-0.2,-4,4.4
CCC(=O)N1CCc2cc(S(=O)(=O)CCC(=O)NCCc3ccc(Cl)cc3)ccc21,5,0.2,7,-0.2
Cc1sc(NC(=O)CCl)nc1-c1ccc2c(c1)CCN2S(C)(=O)=O,-10,0.0,18,-0.2
Nc1ccc(C(=O)Nc2ccc(S(=O)(=O)c3ccc(NC(=O)c4ccc(N)cc4)cc3)cc2)cc1,4,0.2,17,-0.6
CC(=O)c1ccc(N2CCN(C(=O)/C=C/c3c(C)nn(-c4ccc(F)cc4)c3C)CC2)cc1,-2,0.0,-7,1.0
FC(F)(F)c1ccc(Cn2cnc3c(NCc4ccccc4)nc(Nc4cnccn4)nc32)cc1,9,0.0,-3,-0.4

# Outcome played no part in choosing rows (roughly 3.4% active in at least one column).
